Bioassay records from PubChem.
Vif imaging: inhibitors of HIV Vif; HEK293T cells, Vif self-association by quenched fluorescence, imaging, 24 h; inhibition, % at 7.49 µM; 340,000 tested, 0.35% active; AID 602346; in the data active means inhibition above about 50%, passing the limit was not always enough; further: some results filed as inactive read as strong as hits
PDI turbidity: PDI (human) enzyme inhibition; AID 588391; inhibition, % at 10 µM; P07237; 350,000 tested, 0.052% active; PDI insulin aggregation turbidity, A650, 90 min;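 active means mean inhibition across replicates of 30% or more, whatever share of single replicates reach that level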;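 further: absorbance from insulin aggregation driven by PDI reduction with DTT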
ABCB6 inh MLPCN: human ABCB6 transporter inhibition. Q9NP58. K562-ABCB6 porphyrin accumulation, flow cytometry, 1 h; hits give low values. fluorescence ratio to DMSO, % at 10 µM. 360,000 tested, 0.19% active;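 active means fluorescence ratio to DMSO below 75%, the collection mean minus 3 SD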;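 further: signal is porphyrin accumulated inside mitochondria; 100% equals median channel fluorescence of DMSO control wells; lower ratio means ABCB6 inhibition with less porphyrin fluorescence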
aDG glyco up: increases alpha dystroglycan glycosylation | Pro5-aDG cells, alpha-DG glycosylation AlphaScreen (IIH6); 0% Pro5, 100% B10-LARGE cell signal | activation, % at 10 µM | 360,000 tested, 0.22% active;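 active means activation of at least 8% versus controls, or a plate z-score of at least 8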;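 further: Pro5 are CHO cells carrying HIG-tagged alpha-DG that lacks glycosylation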
MC4R antag cAMP: blocks human MC4R cAMP signaling; P32245; MC4R-expressing cells, MTII-stimulated cAMP, LANCE TR-FRET; inhibition, % at 6.5 µM; 360,000 tested, 0.48% active; AID 540295;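 active means inhibition above its plate's cutoff, the mean of tested wells on that plate plus 3 SD, cut at about 29% in these data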;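 further: 0% = Melanotan II alone and 100% = Melanotan II plus saturating MCL0020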
Target sequence (P32245 whole entry, looked up): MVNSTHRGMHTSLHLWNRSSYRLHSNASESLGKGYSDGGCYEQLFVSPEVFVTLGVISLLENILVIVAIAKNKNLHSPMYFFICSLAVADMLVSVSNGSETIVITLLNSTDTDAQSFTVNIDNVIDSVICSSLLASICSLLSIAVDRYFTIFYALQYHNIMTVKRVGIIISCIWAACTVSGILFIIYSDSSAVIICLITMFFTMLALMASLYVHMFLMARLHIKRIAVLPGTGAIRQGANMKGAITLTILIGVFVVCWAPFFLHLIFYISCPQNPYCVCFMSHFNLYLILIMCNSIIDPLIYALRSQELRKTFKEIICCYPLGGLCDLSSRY
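Material – human MC4R-expressing U2OS cells · Repeats – no replicates · Detection – TR-FRET with Eu-cAMP and labeled anti-cAMP, 671 nm · Times – compound 30 min, challenge 1 h, detection 1 h · Compound – single nominal compound dose of 6.5 µM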
MC4R ag barr: agonists of human melanocortin 4 receptor (MC4R) beta-arrestin. P32245. U2OS MC4R beta-arrestin complementation, luminescence; percent of melanotan II response, DMSO zero. activation, % at 8.9 µM. 360,000 tested, 0.98% active;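 active means activation above a per-plate cutoff, the mean activation of sample wells on that plate plus 3 SD, cut at about 8% in these data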
HTR2A ag: activates the mouse 5-HT2A serotonin receptor. P35363. CHO-K1 mHTR2A beta-arrestin complementation, luminescence; percent of 30 µM serotonin response. activation, % at 7.6 µM. 360,000 tested, 0.66% active;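 active means activation above a run cutoff, the mean activation of all tested compounds plus 3 SD, cut at about 14% in these data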;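 further: 0% = plate median of compound wells and 100% = 30 µM serotonin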
Target sequence (P35363 whole entry, looked up): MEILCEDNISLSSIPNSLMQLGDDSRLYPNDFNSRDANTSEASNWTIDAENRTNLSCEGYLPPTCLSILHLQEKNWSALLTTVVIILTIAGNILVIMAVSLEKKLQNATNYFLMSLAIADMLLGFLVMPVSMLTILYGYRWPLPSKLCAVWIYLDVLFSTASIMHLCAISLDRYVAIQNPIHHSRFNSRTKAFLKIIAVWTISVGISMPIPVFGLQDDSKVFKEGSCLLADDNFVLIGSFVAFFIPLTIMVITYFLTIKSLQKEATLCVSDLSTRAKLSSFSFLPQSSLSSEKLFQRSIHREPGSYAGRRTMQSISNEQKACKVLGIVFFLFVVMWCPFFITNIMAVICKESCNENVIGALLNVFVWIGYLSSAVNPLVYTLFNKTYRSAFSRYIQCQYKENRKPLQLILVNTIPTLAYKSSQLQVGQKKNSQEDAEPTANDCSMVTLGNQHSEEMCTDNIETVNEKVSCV
H9c2 protect: myocardial damage modulation in H9c2 cells; H9c2 cardiomyocytes, H2O2 injury protection, ATPLite, 2 h; protection from H2O2 cell death, % at 20 µM; 360,000 tested, 0.63% active; AID 588492;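 active means compounds giving at least 50% protection of heart cells from peroxide-induced death in the single-dose screen, raw or plate-pattern-corrected value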;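 further: 0% = DMSO wells with peroxide and 100% = DMSO wells without peroxide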
CaV13 FRET inh: Primary screen for inhibitors of IQ motif and Ca2+-dependent inactivation inhibitor domain binding in CACNA1D, Förster resonance energy transfer in living cells, … | 340,000 tested, 0.098% active | AID 743397 | inhibition, % at 12.3 µM | HEK cells, CFP/YFP FRET ICDI-IQ, plate reader, 10 min; percent FRET-ratio fall versus neutral wells;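 active means mean replicate inhibition of at least 30% and at least 1% of replicates passing that level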;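 further: 0% = median of the neutral control wells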
N-glyco inh: N-linked glycosylation inhibition; D54 ERlucT glycosylation luciferase reporter, 24 h; percent of 100 nM tunicamycin response; reporter increase, % at 12.5 µM; 360,000 tested, 0.23% active;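 active means mean luciferase reporter signal, scaled so untreated is 0 and the glycosylation-blocking control 100, at or above a set limit in every replicate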;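 further: luciferase carries N-glycosylation sites so blocking glycosylation raises the light; 0% = median of neutral control wells and 100% = median of 100 nM tunicamycin wells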
An asterisk follows results filed as active; / = not tested or not shown.

Values in the order: Vif imaging | PDI turbidity | ABCB6 inh MLPCN | aDG glyco up | MC4R antag cAMP | MC4R ag barr | HTR2A ag | H9c2 protect | CaV13 FRET inh | N-glyco inh
1	Cc1ccc(NC(=O)CSc2nnc(-c3cccnc3)n2-c2ccc(C)cc2)cc1
→ -1 | -20 | 93 | -0.1 | -2 | -2.7 | 1 | 2 | -5 | -2
2	Cc1cccn2c(=O)c(/C=C(\C#N)C(N)=O)c(N3CCN(c4cccc(Cl)c4)CC3)nc12
→ -11 | -4 | 92 | 0.3 | 9 | 0.8 | 6 | 13 | -4 | 1
3	Cc1ccc(NC(=O)CCN2CCN(C/C=C/c3ccccc3)CC2)cc1
→ 7 | -3 | 108 | 1.2 | 0 | -1.2 | -8 | 3 | / | 2
4	CCCCc1nnc(NC(=O)c2ccccc2OCc2c(C)noc2C)s1
→ -4 | -3 | 102 | -0.1 | 16 | -2.1 | 0 | -7 | -7 | 1
5	c1nc(NCCN2CCOCC2)c2sc3nc(N4CCOCC4)c4c(c3c2n1)CCC4
→ / | -1 | 98 | -0.2 | 5 | -2.5 | -2 | 8 | -10 | 1
6	O=C1Nc2ccc(Br)cc2C1(O)Cc1ccccn1 (centres undefined)
→ -5 | 7 | 100 | 0.2 | 7 | -1.6 | 6 | 0 | -9 | 5
7	COc1ccc(C(=O)OCC(=O)N2CCc3ccccc32)cc1S(=O)(=O)N1CCOCC1
→ -4 | -12 | 97 | 1.4 | -4 | -1.9 | -1 | 0 | -5 | 1
8	Cc1ccc(S(=O)(=O)N2CCOCC2)cc1C(=O)NCc1cccnc1
→ 10 | -4 | 103 | 0.0 | 7 | -0.8 | 3 | -2 | -8 | 2
9	C=CC[C@@H](CC(=O)N[C@@H](CO)Cc1ccccc1)C(=O)N[C@H](COC(=O)[C@H](CC=C)CC(=O)OC(C)(C)C)Cc1ccccc1
→ / | -3 | 100 | 0.1 | -4 | 0.4 | 2 | 8 | -5 | 0
10	O=C(CSc1nc(-c2ccccc2)cc(=O)[nH]1)Nc1ccc(Br)cc1
→ -2 | 9 | 96 | -0.2 | 6 | 0.5 | -5 | -2 | -18 | 2
11	CN(C)c1nc(N)c(C#N)c(C#N)c1C#N
→ 6 | -6 | 98 | 0.8 | -6 | -0.3 | 0 | 15 | -5 | 12
12	OCC1(Cc2cccc(Cl)c2)CCCN(Cc2cnn(-c3ccccc3)c2)C1 (centres undefined)
→ -2 | 3 | 99 | 0.1 | -1 | -0.7 | -9 | 7 | -5 | -5
13	CCN1C[C@@H]2[C@@H]3C(=O)N(C)C(=O)[C@@H]3[C@](Cc3ccccc3)(C(=O)OC)N2C1=NC1CCCCC1
→ 11 | 2 | 102 | -0.2 | -1 | 4.0 | 0 | 4 | -6 | 3
14	CCCc1nc2oc3c(OC)ncnc3c2c2c1COC(C)(C)C2
→ -2 | -7 | 107 | -0.1 | -2 | 2.2 | 1 | 11 | -9 | 1
15	C/C(=N/NC(=O)c1ccc(Br)o1)C(C)C
→ 4 | 4 | 98 | -0.1 | 3 | -0.5 | 2 | 9 | -5 | 3
16	CCCCNCC(=O)Nc1sc(C)c(C)c1C(=O)OCC
→ -6 | 4 | 99 | -0.1 | 18 | 4.1 | -3 | 7 | / | -3
17	CCCOc1ccc(-c2nnn(CC(=O)c3c[nH]c4ccccc34)n2)cc1
→ -17 | -7 | 98 | -0.2 | 20 | 3.1 | 0 | -5 | -8 | -3
18	C=CCN(Cc1ccco1)S(=O)(=O)c1ccc(Cl)cc1
→ 18 | -4 | 101 | 0.1 | -1 | 0.4 | 2 | -4 | -6 | 1
19	Cc1cnn(Cc2cccnc2)c1N
→ -1 | 7 | 92 | 0.0 | 11 | 2.4 | -3 | 4 | 4 | 1
20	COc1cc(O)c(CCC(=O)c2ccc(OC)c(OC)c2)c(OC)c1
→ -17 | -3 | 94 | 0.3 | 8 | -1.3 | 0 | 2 | -22 | 0
21	Cc1ccc(Nc2nc(=O)[nH]nc2C)cc1
→ / | -2 | 96 | 0.2 | -1 | -1.4 | 0 | 1 | -7 | 2
22	Cc1ccn2cc(-c3cccc(NS(C)(=O)=O)c3)nc2c1
→ -1 | 5 | 99 | -0.1 | -2 | -2.2 | 0 | -10 | -3 | 1
23	COc1ccc(NC(=O)CCn2c(=S)[nH]c3ccccc3c2=O)cc1Cl
→ 57* | -3 | 101 | -0.1 | 0 | 2.7 | 1 | 1 | -3 | 0
24	CCOC(=O)c1c(NC(=S)Nc2cccnc2)sc(C)c1C
→ -1 | 2 | 95 | 0.6 | 16 | 1.3 | 1 | 5 | -1 | 3
25	O=C(Cn1cnc2scc(-c3ccc(F)cc3)c2c1=O)N1CCOCC1
→ / | -1 | 91 | 0.1 | -1 | -0.3 | 2 | 5 | -5 | 1
26	CCN(CC)CCN1c2ccccc2Sc2ccc3ccccc3c21
→ / | 7 | 92 | 0.3 | 3 | -1.3 | -6 | -11 | -14 | 0
27	CCOc1ccc(NC(=O)CN(C)C(=O)C2CSC3(C)CCC(=O)N23)cc1OCC (centres undefined)
→ -14 | 1 | 96 | -0.4 | 9 | 1.1 | 1 | 2 | -2 | 3
28	COc1ccc([C@H]2CC(=O)C=C(c3ccc(OC(F)(F)F)cc3)C2)cc1OC
→ -3 | -7 | 95 | 1.7 | 6 | -0.7 | 3 | -6 | -9 | 6
29	Cc1cc(Oc2ccc(-c3ccccc3)cc2)nc(N2CCOCC2)n1
→ 4 | 2 | 91 | 0.1 | 2 | -2.1 | 2 | -9 | / | 0
30	O=C1CCCN1c1ccc(C(=O)N(Cc2nnc(-c3ccc(Cl)cc3)o2)C2CC2)cc1
→ 2 | -4 | 99 | 0.0 | 3 | -2.9 | 5 | -9 | -6 | 1
31	Cc1cccc(C(=O)NCC(=O)NCCSc2ccc(Br)cc2)c1
→ -11 | 0 | 91 | 0.2 | 3 | -1.4 | 0 | 6 | -5 | 0
32	O=[N+]([O-])c1ccc(SNc2ccccc2)c([N+](=O)[O-])c1
→ -7 | -3 | 84 | -0.1 | -1 | 3.2 | -3 | -13 | -4 | -3
33	CCCCN(C)CCN1C(=O)C2C(C(=O)Nc3cccc(OC)c3)C3C=CC2(O3)C1C(=O)NC1CCCCC1C (centres undefined)
→ -11 | -16 | 96 | -0.1 | 4 | 0.3 | -9 | -2 | -3 | 0
34	COc1cccc(CN2CCNC(=O)C2CC(=O)N(C)C2CCOCC2)c1OC (centres undefined)
→ -1 | 6 | 103 | 0.0 | -2 | -4.0 | -7 | 5 | -5 | -1
35	COc1ccc(NS(=O)(=O)c2ccc(OCC(=O)N3CCOCC3)cc2)cc1
→ -3 | 5 | 100 | 0.2 | -5 | -0.1 | -2 | 0 | -7 | -1
36	O=P1(O)C=C(c2ccccc2)OC(c2ccccc2)=C1
→ 2 | -5 | 88 | 0.1 | -3 | 0.8 | -2 | 1 | -4 | 1
37	CC(=O)Nc1ccc(-c2csc(NCc3ccco3)n2)cc1
→ -5 | 1 | 104 | 0.1 | 15 | -2.5 | -1 | -2 | / | -1
38	C[C@@H]1CN([C@@H](C)CO)C(=O)c2cc(-c3ccncc3)cnc2O[C@H]1CN(C)C(=O)c1cccc(F)c1
→ / | -1 | 100 | 0.0 | -2 | 0.6 | -3 | 6 | -9 | 3
39	COc1ccccc1/C=C/C=N/n1c(-c2ccc(F)cc2)n[nH]c1=S
→ -4 | 0 | 99 | 0.2 | 6 | 2.2 | -1 | 0 | -20 | -1
40	CCn1c(SCC(=O)Nc2ccccc2)nnc1-c1cccs1
→ -6 | 8 | 96 | 0.0 | 0 | 3.0 | 4 | 12 | 1 | 0
41	COC(=O)c1ccc(C23CC4(C2)[C@H](CN(Cc2cccnc2)[C@@H]4c2ccccc2)C3c2ccc(Cl)nc2)cc1 (some centres undefined)
→ -1 | 2 | 95 | 0.1 | 2 | -2.0 | -4 | 8 | -12 | -5
42	O=C(NCCCCCCCN1CCCCCCC1)C(C1CCCCC1)C1CCCCC1
→ -19 | 2 | 97 | 0.0 | -3 | 1.3 | -2 | -16 | -6 | -1
43	CN(C)c1ccc(C(C(=O)NC2CCCC2)N(C(=O)c2csnn2)C2CC2)cc1 (centres undefined)
→ 15 | -4 | 94 | -0.2 | 0 | -3.5 | -4 | 5 | -6 | -3
44	CC1(C(=O)NS(=O)(=O)c2ccc(C#N)cc2)CCN1C(=O)CC1CCCC1 (centres undefined)
→ 17 | -5 | 99 | -0.1 | 2 | -0.3 | 3 | -3 | -5 | 0
45	COc1ccccc1OCCC(=O)OCC(=O)c1[nH]c(C)c(C(C)=O)c1C
→ -5 | -7 | 102 | 0.3 | 13 | 1.9 | 3 | -6 | -13 | 0
46	COc1ccc(C2c3c(ncn(CCCO)c3=N)Oc3ccc4ccccc4c32)cc1 (centres undefined)
→ -1 | 1 | 102 | 0.1 | 16 | -1.7 | 7 | -5 | 0 | 0
47	Cc1nnc(NC(=O)c2cccc(S(=O)(=O)N(C)c3cccc(Cl)c3)c2)s1
→ 0 | 3 | 93 | 0.2 | 11 | -0.5 | 0 | 4 | -5 | 2

A run of entries from the list above, for reference:
Values in the order: Vif imaging | PDI turbidity | ABCB6 inh MLPCN | aDG glyco up | MC4R antag cAMP | MC4R ag barr | HTR2A ag | H9c2 protect | CaV13 FRET inh | N-glyco inh
41	COC(=O)c1ccc(C23CC4(C2)[C@H](CN(Cc2cccnc2)[C@@H]4c2ccccc2)C3c2ccc(Cl)nc2)cc1 (some centres undefined)
→ -1 | 2 | 95 | 0.1 | 2 | -2.0 | -4 | 8 | -12 | -5
42	O=C(NCCCCCCCN1CCCCCCC1)C(C1CCCCC1)C1CCCCC1
→ -19 | 2 | 97 | 0.0 | -3 | 1.3 | -2 | -16 | -6 | -1
43	CN(C)c1ccc(C(C(=O)NC2CCCC2)N(C(=O)c2csnn2)C2CC2)cc1 (centres undefined)
→ 15 | -4 | 94 | -0.2 | 0 | -3.5 | -4 | 5 | -6 | -3

Compound profiles (already shown):
Results for C[C@@H]1CN([C@@H](C)CO)C(=O)c2cc(-c3ccncc3)cnc2O[C@H]1CN(C)C(=O)c1cccc(F)c1 → Vif imaging: /; PDI turbidity: -1; ABCB6 inh MLPCN: 100; aDG glyco up: 0.0; MC4R antag cAMP: -2; MC4R ag barr: 0.6; HTR2A ag: -3; H9c2 protect: 6; CaV13 FRET inh: -9; N-glyco inh: 3
Results for COc1ccccc1/C=C/C=N/n1c(-c2ccc(F)cc2)n[nH]c1=S → Vif imaging: -4; PDI turbidity: 0; ABCB6 inh MLPCN: 99; aDG glyco up: 0.2; MC4R antag cAMP: 6; MC4R ag barr: 2.2; HTR2A ag: -1; H9c2 protect: 0; CaV13 FRET inh: -20; N-glyco inh: -1
